Compound activity: PubChem, Johns Hopkins Ion Channel Center
TMEM16A inh – TMEM16A chloride channel inhibitors, primary screen, cell-based, HTS | Anoctamin-1 (Mus musculus), Q8BHY3 | HEK293 TMEM16A/YFP iodide influx fluorescence, ionomycin | normalized B-score (activity score, 25-100; higher = stronger inhibition) at 10 µM | hit rate 1.2% among 310,000 | AID 588511, 2011;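 active = ratio plate-corrected score three or more library SD toward inhibition, starting fluorescence score within five deviations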;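 also: score derived from kinetic fluorescence span divided by baseline fluorescence per well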
TMEM16A act – TMEM16A chloride channel activators or potentiators, primary screen, cell-based, HTS. Anoctamin-1 (Mus musculus), Q8BHY3. HEK293 TMEM16A/YFP-H148Q/I152L, iodide quench fluorescence; hits give low values. B-score at 10 µM. hit rate 0.3% among 340,000. AID 623877, 2012;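 active = fluorescence-ratio B-score plate-corrected deviation score at least 3 library SD below zero, with starting fluorescence score within 5 deviations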;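 also: channel opened by trigger with iodide after compound preincubation; score built on the fluorescence ratio of max minus min over baseline; more negative score means more quench and so TMEM16A activation or potentiation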
KCNK9 inh – KCNK9 potassium channel inhibitors, primary screen, HEK293 cells, thallium flux; hit rate 1.2% among 310,000; FluxOR thallium flux fluorescence; hits give low values; B-score at 10 µM;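 active = ratio B-score over 3 SD below the library mean, with starting fluorescence within 5 SD of its mean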;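 also: negative B-score means less thallium flux so channel inhibition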
KCNK3 block – human KCNK3 channel inhibitors, primary screen, CHO cells, FluxOR thallium flux, B-score. FluxOR fluorescence; hits give low values. hit rate 0.84% among 340,000. Potassium channel subfamily K member 3 (Homo sapiens), O14649. B-score at 10 µM;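 active = B-score under library mean minus 4 SD, starting fluorescence ratio at most library mean plus 5 SD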;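 also: more negative B-score means stronger inhibition of thallium flux through KCNK3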
KCNQ1 block – inhibitors of human KCNQ1 channel, primary screen, cell-based, thallium flux, high-throughput; CHO-K1 KCNQ1, FluxOR thallium flux fluorescence; hits give high values; B-score at 10 µM; hit rate 1.3% among 310,000; AID 2642, 2010;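 active = compounds whose thallium flux B-score, printed positive for inhibition, exceeds three library SD while starting fluorescence stays within three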;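 also: channel opened by potassium depolarization with thallium stimulus after 20 min compound exposure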
RGS4 inh – RGS4 inhibitors, primary screen, cell-based, HEK293 M3R inducible RGS4, calcium flux. hit rate 0.45% among 310,000. Fluo-4 calcium flux; hits give high values; triggered by carbachol at its EC20. Regulator of G-protein signaling 4 (Homo sapiens), P49798. B-score at 10 µM;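 active = B-score, a plate-corrected calcium signal, over three deviations above library mean, with baseline fluorescence within five deviations of library mean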;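 also: RGS4 expression induced by doxycycline in cells with stable M3 receptor; B-score is computed from the integrated fluorescence ratio over baseline after carbachol; higher B-score means a larger calcium signal and so more RGS4 inhibition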
MrgX1 agonist – agonists of human MrgX1 receptor, primary screen, HEK293 cells, Fluo-4 calcium flux | Fluo-4 calcium fluorescence, agonist mode; hits give high values | B-score at 10 µM | AID 588627, 2011 | Mas-related G-protein coupled receptor member X1 (Homo sapiens), Q96LB2 | hit rate 0.44% among 310,000;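 active = calcium response B-score plate-corrected fluorescence ratio at least 3 library SD, with starting fluorescence B-score inside 5 SD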
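Test system: HEK293 cells stably expressing human MrgX1 receptor; Input: fifteen thousand cells per well; Dosing: compound delivered in addition one of three; Schedule: overnight seeding, then 1 h dark dye loading; Technique: Fluo-4 NW calcium fluorescence; Measure: B-scored fluorescence response ratio; Controls: positive and negative controls per plate.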
MrgX1 allo act – positive allosteric modulators of MrgX1, primary screen, HEK293 cells, Fluo-4 calcium flux | Mas-related G-protein coupled receptor member X1 (Homo sapiens), Q96LB2 | FDSS; hits give high values | B-score at 10 µM | hit rate 0.63% among 310,000;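 active = plate-corrected calcium response at least 3 library SD above typical, normal starting fluorescence, not activating the receptor alone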;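 also: compound read alongside a low EC10 to EC30 dose of BAM8-22 agonist; peak minus trough fluorescence over baseline measured at the second addition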
RGS4 act – RGS4 potentiators or activators, primary screen, cell-based, HEK293 M3R inducible RGS4, calcium flux | carbachol calcium flux Fluo4; hits give low values | B-score at 10 µM | hit rate 0.92% among 310,000 | AID 463111, 2010;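 active = B-score of the integrated calcium signal more than 4 SD below the library mean, with starting fluorescence not abnormally high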;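 also: negative B-score means reduced calcium response which marks RGS4 activation or potentiation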
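Test system: HEK293 cells with stable M3R and inducible RGS4; also added: carbachol at ECmax as muscarinic agonist stimulus; schedule: dye loading 30 min 37 °C, buffer rest 30 min RT; technique: kinetic calcium fluorescence imaging with Fluo4-AM dye, 2 µM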
KCNQ1 pot – potentiators or activators of KCNQ1 channel, primary screen, cell-based, thallium flux, high-throughput; Potassium voltage-gated channel subfamily KQT member 1 (Homo sapiens), P51787; CHO-K1 KCNQ1, thallium flux FluxOR fluorescence; hits give high values; B-score at 10 µM; hit rate 0.35% among 310,000; AID 2648, 2010;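 active = fluorescence ratio B-score, a plate-corrected score, at least three library SD, with initial intensity B-score within 5 SD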
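System: CHO-K1 cells stably expressing KCNQ1 / Medium: assay buffer for compound exposure, DMSO matched across wells / Reagent: thallium- and potassium-containing depolarizing buffer / Compound: one concentration, matched DMSO / Incubation: 20 min compound pretreatment at room temperature / Measured by: kinetic FluxOR fluorescence, 10 s baseline plus 110 s post-stimulus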
hERG rescue – hERG rescue from dofetilide block, primary screen, cell-based, CHO-hERG, FluxOR thallium flux, dofetilide IC70; hit rate 0.51% among 310,000; activation (rescue from dofetilide block), less the hit threshold, % at 10 µM; dofetilide IC70 present; Voltage-gated inwardly rectifying potassium channel KCNH2 (Homo sapiens), Q12809;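 active = activation above the mean of controls blocked by dofetilide plus 5 SD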;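 also: thallium influx through hERG after potassium depolarization seen as dye fluorescence rise; in these data hits start at about 4.7%; inactives centre near -7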
Target sequence (Q12809 whole entry, looked up): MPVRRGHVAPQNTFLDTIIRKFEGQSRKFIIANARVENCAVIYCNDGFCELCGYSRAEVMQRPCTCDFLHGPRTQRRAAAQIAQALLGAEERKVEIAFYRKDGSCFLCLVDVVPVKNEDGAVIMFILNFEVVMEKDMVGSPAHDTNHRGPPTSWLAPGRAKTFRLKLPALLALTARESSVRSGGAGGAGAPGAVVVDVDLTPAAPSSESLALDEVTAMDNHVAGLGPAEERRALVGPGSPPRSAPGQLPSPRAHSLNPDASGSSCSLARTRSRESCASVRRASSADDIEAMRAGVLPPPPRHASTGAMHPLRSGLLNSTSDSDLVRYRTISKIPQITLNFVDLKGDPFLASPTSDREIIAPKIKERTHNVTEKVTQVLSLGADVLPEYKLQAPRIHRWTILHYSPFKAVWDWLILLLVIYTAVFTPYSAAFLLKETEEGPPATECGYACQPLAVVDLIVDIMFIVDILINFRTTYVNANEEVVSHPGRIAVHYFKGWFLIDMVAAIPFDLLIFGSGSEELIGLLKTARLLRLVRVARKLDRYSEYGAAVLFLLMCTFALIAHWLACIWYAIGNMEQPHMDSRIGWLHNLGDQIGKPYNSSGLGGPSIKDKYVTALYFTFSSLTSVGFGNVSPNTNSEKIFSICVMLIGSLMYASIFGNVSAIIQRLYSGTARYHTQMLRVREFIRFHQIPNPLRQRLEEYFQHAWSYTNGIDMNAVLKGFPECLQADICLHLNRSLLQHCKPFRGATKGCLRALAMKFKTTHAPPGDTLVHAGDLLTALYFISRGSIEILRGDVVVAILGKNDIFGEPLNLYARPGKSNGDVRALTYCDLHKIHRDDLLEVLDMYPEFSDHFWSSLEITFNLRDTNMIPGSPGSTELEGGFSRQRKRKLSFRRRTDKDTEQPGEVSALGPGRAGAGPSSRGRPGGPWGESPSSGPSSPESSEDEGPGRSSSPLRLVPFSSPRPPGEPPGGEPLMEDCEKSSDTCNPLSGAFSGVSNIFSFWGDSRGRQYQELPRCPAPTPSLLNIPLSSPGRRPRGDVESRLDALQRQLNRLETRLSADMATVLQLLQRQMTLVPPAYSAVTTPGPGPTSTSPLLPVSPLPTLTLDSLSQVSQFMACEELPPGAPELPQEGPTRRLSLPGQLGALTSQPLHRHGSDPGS
* marks the source's active call; other numbers are inactive results; i = inactive; . = no result given.

structure | RGS4 act | KCNQ1 pot | hERG rescue | MrgX1 allo act | KCNK9 inh | TMEM16A act | KCNQ1 block | RGS4 inh | KCNK3 block | TMEM16A inh | MrgX1 agonist
COc1cccc2c1OCC/C2=N\NC(=O)C(C)Oc1ccc([N+](=O)[O-])cc1 (stereo not drawn) | i | i | -10 | i | i | i | i | i | i | i | i
Cc1cc(NC(=O)CSc2nnc(C3COc4ccccc4O3)n2N)no1 (stereo not drawn) | i | i | -6 | i | i | i | i | i | i | i | i
COc1ccccc1CN1[C@@H](CC(=O)O)c2ccccc2S1(=O)=O | i | i | 3 | i | i | i | i | i | i | i | i
CCOCCCNC(=O)C1CC(=O)N(CCc2ccc(C)cc2)C1 (stereo not drawn) | i | i | -3 | i | i | i | i | i | i | i | i
CC(=O)Nc1ccc(-c2csc(Nc3cc(C)ccn3)n2)cc1 | i | i | -7 | i | i | i | i | i | i | i | i
CCOC(=O)C1(C)/C(=N/Nc2ccccc2)C(=O)C(=O)N1c1ccccc1 (stereo not drawn) | i | i | -6 | i | i | i | i | i | i | i | i
O=C(CCC1CCCC1)NNC(=O)c1cccc(Cl)c1 | i | i | 5 | i | i | i | i | i | i | i | i
CCCCn1c(SCC(=O)Nc2ccc(OC)cc2)nc2ccc(N3CCOCC3)cc2c1=O | i | i | -15 | i | i | i | i | i | i | i | i
CC(C)Nc1cc(C(F)(F)F)nc(-c2ccccn2)n1 | i | i | -5 | i | i | i | i | i | i | i | i
Cc1ccc(COC(=O)c2cc([N+](=O)[O-])ccc2N2CCOCC2)cc1 | i | i | -9 | i | i | i | i | i | i | i | i
CCOC(=O)c1cn2ccc(C)cc2n1 | i | i | -4 | i | i | i | i | i | i | i | i
C=C(C)C1CCC(C)=C1COC(=O)Nc1ccccc1 (stereo not drawn) | i | i | -7 | i | i | i | i | i | i | i | i
C/C(=N\NC(=O)c1nnn(-c2nonc2N)c1-c1ccc(Cl)c(Cl)c1)c1ccncc1 | i | i | -2 | i | i | i | i | i | i | i | i
Cn1cc(C(=O)N/N=C/c2ccc(Br)c([N+](=O)[O-])c2)c2ccccc21 | i | i | -10 | i | i | i | i | i | i | i | i
O=C(NNC(=S)NC(=O)c1cccnc1)c1ccccc1 | i | i | -13 | i | i | i | i | i | i | i | i
Cc1ccc(S(=O)(=O)N2CCCCC2CCNC(=O)C(=O)NCc2ccccc2C)cc1 (stereo not drawn) | i | i | -15 | i | i | i | i | i | i | i | i
CCOC(=O)C1CCN(CC(=O)Nc2cc(C)nn2-c2nc3ccccc3s2)CC1 | i | i | -7 | . | i | i | i | i | i | . | .
COc1ccc(/C=C/C(=O)c2ccncc2)c2ccccc12 | i | i | -18 | i | i | i | i | i | i | i | i
Cc1ccc(S(=O)(=O)NCCC(=O)NCCSc2ccc(Br)cc2)cc1 | i | i | -18 | i | i | i | i | i | i | i | i
CC(NS(=O)(=O)c1ccccc1)c1n[nH]c(=S)n1-c1ccccc1 (stereo not drawn) | i | i | -10 | i | i | i | i | i | i | i | i
O=C(Nc1ccc(Oc2cccnc2)cc1)C1CCCCN1Cc1ccc(CO)o1 (stereo not drawn) | i | i | -2 | i | i | i | i | i | i | i | i
O=C(NCCNC1CCC(c2ccccc2)CC1)c1cccs1 (stereo not drawn) | i | i | -14 | i | i | i | i | i | i | i | i
C[N+](C)=C1SCC(C)(/C=N/O)S1 (stereo not drawn) | i | i | -12 | i | i | i | i | i | i | i | i
CC1CN(C(=O)CCC(=O)N2CCCCC2)c2ccccc2O1 (stereo not drawn) | i | i | -8 | i | i | i | i | i | i | i | i
Cc1c(CCO)c(=O)n(-c2ccccc2)n1S(=O)(=O)c1ccc(F)cc1 | i | i | -11 | i | i | i | i | i | i | i | i
CN(C)c1ccc(/C=C2\N=C(C(C)(C)C)OC2=O)cc1 | i | i | -6 | i | i | i | i | i | i | i | i
CCN1C(=O)CSC1=Nc1ccc(Cl)c(Cl)c1 | i | i | -3 | i | i | i | i | i | i | i | i
COc1cc(C(=O)NCCC(=O)N2CCN(C)CC2)cc(OC)c1OC | i | i | -9 | i | i | i | i | i | i | i | i
COCCNC(=O)CN(C(=O)CCC(=O)Nc1cc(C)on1)c1cccc(C)c1C | i | i | -6 | i | i | i | i | i | i | i | i
Cc1[nH]n(-c2ccccc2)c(=O)c1N=Nc1ccc(Cl)cc1 | i | i | -6 | i | i | i | i | i | i | i | i
CN(CC1CCOCC1)C(=O)CC1C(=O)NCCN1CC1CCCCC1 (stereo not drawn) | i | i | -1 | i | i | i | i | i | i | i | i
O=C(CSc1nnc(-c2ccccc2)o1)N1CCCCC1 | i | i | -4 | i | i | i | i | i | i | i | i
O=C(COc1ccccc1[N+](=O)[O-])Nc1cccnc1 | i | i | -4 | i | i | i | i | i | i | i | i
O=C(NNS(=O)(=O)c1ccc(Cl)cc1)c1cccs1 | i | i | -16 | i | i | i | i | i | i | i | i
CC(=O)NCCc1nc2cc(NC(=O)c3ccccc3)ccc2n1C | i | i | 4 | i | i | i | i | i | i | i | i
CCOC(=O)C1CCN(C(=O)Cn2nc(C)n3nc(-c4ccc(OC)cc4)cc3c2=O)CC1 | i | i | -5 | i | i | i | i | i | i | i | i
S=C(NCCc1ccccc1)N1CCCCC1 | i | i | -10 | i | i | i | i | i | i | i | i
O=C(NCCN1CCOCC1)c1cc2ccccc2[nH]1 | i | i | 0 | i | i | i | i | i | i | i | i
CCOC(=O)c1sc(NC(=O)CSC(=S)N2CCN(C)CC2)nc1C | i | i | -8 | i | i | i | i | i | i | i | i
CCCCc1ccc(S(=O)(=O)NCCCN2CCCC2=O)cc1 | i | i | -5 | i | i | i | i | i | i | i | i
O=C(NCc1nnc(SCC(=O)N2CCOCC2)o1)c1ccccc1F | i | i | -5 | i | i | i | i | i | i | i | i
Cc1ccc(Cl)cc1N1CCN(C(=O)CCS(=O)(=O)c2cccc3nonc23)CC1 | i | i | -9 | i | i | i | i | i | i | i | i
Cc1ccc(/C=C/c2ccc(=O)n(Cc3ccc(F)cc3)n2)cc1 | i | i | -6 | i | i | i | i | i | i | i | i
COc1cc2nc(CSc3ncn[nH]3)[nH]c(=O)c2cc1OC | i | i | -3 | i | i | i | i | i | i | i | i
COc1ccc(NC(=O)Cn2c(-c3ccccc3)cc(C(C)=O)c2C)c(OC)c1 | i | i | -10 | i | i | i | i | i | i | i | i
COc1ccc(NC(=O)CSC2=C(C#N)C(c3ccco3)C(C(=O)Nc3nc4ccccc4s3)=C(C)N2)cc1 (stereo not drawn) | i | i | -7 | i | i | i | i | i | i | i | i
COc1cc2nc(NC(=O)c3ccc(Cl)cc3)[nH]c(=O)c2cc1OC | i | i | 0 | i | i | i | i | i | i | i | i
CCOc1ccc(Br)cc1CSC(=N)N | i | i | -10 | i | i | i | i | i | i | i | i
CCCCC(OC(=O)c1cc2occc2n1C)C(=O)NCC1CCCO1 (stereo not drawn) | i | i | 1 | i | i | i | i | i | i | i | i
CCOc1ccc(S(=O)(=O)NCc2ccccn2)c(C)c1C | i | i | -8 | i | i | i | i | i | i | i | i
O=C(N/N=C/c1cn(CCOc2ccccc2)c2ccccc12)c1ccncc1 | i | i | -7 | i | i | i | i | i | i | i | i
NNc1nc2sc3c(c2c(=O)n1Cc1ccccc1)CCC3 | i | i | -3 | i | i | i | i | i | i | i | i
Cc1cc(C)cc(N(C(=O)c2cc3ccccc3oc2=O)C2C=CS(=O)(=O)C2)c1 (stereo not drawn) | i | i | 0 | i | i | i | i | i | i | i | i
O=C(CN1CCOCC1)Nc1ccccc1Sc1ccc(Cl)cc1 | i | i | -12 | i | i | i | i | i | i | i | i
CCCCn1c(=O)[nH]c(=O)c2c1nc(-c1cc(Cl)c(OC)c(OC)c1)n2C | i | i | -5 | i | i | i | i | i | i | i | i
COC(=O)c1c(NC(=O)C2C3C=CC(CC3)C2C(=O)O)sc(C)c1C (stereo not drawn) | i | i | 1 | i | i | i | i | i | i | i | i
Cc1nc2ccccc2c(=O)n1NC(=O)c1ccc([N+](=O)[O-])cc1Cl | i | i | -7 | i | i | i | i | i | i | i | i
O=C(CSc1nc(C2CCCCC2)n(-c2ccccc2)n1)NCC(F)(F)F | i | i | -4 | i | i | i | i | i | i | i | i
O=C(Nc1ccc(Cl)c(Cl)c1)N1CCC(N2CCCCC2)CC1 | i | i | -12 | i | i | i | i | i | i | i | i
CCOC(=O)c1cnc(SCC(=O)NCc2ccco2)nc1N | i | i | 1 | i | i | i | i | i | i | i | i

Next part
structure | RGS4 act | KCNQ1 pot | hERG rescue | MrgX1 allo act | KCNK9 inh | TMEM16A act | KCNQ1 block | RGS4 inh | KCNK3 block | TMEM16A inh | MrgX1 agonist
CC(C)NC(=O)CC1Nc2c3ccccc3nc(=S)n2C1=O (stereo not drawn) | i | i | -7 | i | i | i | i | i | i | i | i
Cc1cc(C)cc(N2CCCn3c2nc2c3c(=O)n(CCN3CCOCC3)c(=O)n2C)c1 | i | i | -8 | i | i | i | i | i | i | i | i
O=C(N/N=C/C=C/c1ccccc1)c1cnccn1 | i | i | -1 | i | i | . | i | i | i | i | i
Cc1ccc(CSc2nnc(-c3cccc(S(=O)(=O)N4CCOCC4)c3)n2C2CCCC2)cc1 | i | i | -5 | i | i | i | i | i | i | i | i
